Bioassay records as filed in PubChem BioAssay.
AHR activator – AHR activators, primary screen, cell-based, luminescence, luciferase reporter, human | actives 2.5% (n = 320,000) | AHR-responsive luciferase reporter cells | activation, % at 5 µM; in the data active = activation above about 47%;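 note: 0% = vehicle wells and 100% = reference agonist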
procasp7 counter – procaspase-7 activators, primary screen, counter-screen for procaspase-3 activator project, biochemical, absorbance, HTS, human | actives 0.093% (n = 330,000) | Caspase-7 (Homo sapiens), P55210 | activation, % at 8.5 µM | recombinant procaspase-7, Ac-DEVD-pNA absorbance 405 nm; D23A/D198A/D206A triple mutant, cannot self-cleave; scale: DMSO 0, 5 µM enzyme 100;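 active = percent activation above the screen-wide mean plus 3 SD, cut at about 25% in these data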
Target sequence (P55210 whole entry D23A/D198A/D206A): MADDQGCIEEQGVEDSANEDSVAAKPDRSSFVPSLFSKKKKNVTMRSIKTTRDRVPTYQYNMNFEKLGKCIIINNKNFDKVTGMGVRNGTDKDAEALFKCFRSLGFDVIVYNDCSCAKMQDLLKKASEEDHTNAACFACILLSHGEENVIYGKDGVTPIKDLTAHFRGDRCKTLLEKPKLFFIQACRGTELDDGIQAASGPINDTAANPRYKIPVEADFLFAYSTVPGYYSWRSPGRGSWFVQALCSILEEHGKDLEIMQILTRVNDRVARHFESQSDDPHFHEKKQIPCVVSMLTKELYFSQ
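Assay system: Uncleavable procaspase-7 mutant enzyme; Input: 2 µM procaspase-7 mutant as dispensed; Also added: DEVD-pNA substrate; Medium: Zinc-free HEPES pH 7.4 with 300 mM NaCl, 0.01% Triton X-100; Timing: 1 h compound preincubation, 2 h substrate cleavage, 25 °C; Measured by: Epi-absorbance of released pNA at 405 nm, two timepoints.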
PAFAH2 inh – PAFAH2 enzyme inhibitors, primary screen, biochemical, fluorescence polarization, human. Platelet-activating factor acetylhydrolase 2, cytoplasmic (Homo sapiens), Q99487. inhibition, % at 3.39 µM. AID 492956, 2010. actives 0.99% (n = 340,000). recombinant PAFAH2, FP-rhodamine activity probe;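 active = inhibition above the mean over all tested compounds plus 3 SD, cut at about 30% in these data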;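 note: inhibitors block probe labeling of enzyme so polarization drops; 0% = enzyme with DMSO and 100% = wells lacking PAFAH2 protein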
procasp3 activ – activators of human procaspase-3 D3A mutant, primary screen, biochemical, absorbance, PC-3 D3A mutant, single concentration; Caspase-3 (Homo sapiens), P42574; recombinant procaspase-3 D3A, Ac-DEVD-pNA absorbance 405 nm; activation, % at 8.5 µM; actives 0.11% (n = 330,000);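 active = activation above the mean of all tested compounds plus 3 SD, cut at about 21% in these data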;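 note: 0% = DMSO alone and 100% = DMSO wells spiked with extra 5 µM PC-3 D3A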
Target sequence (P42574 whole entry D9A/D28A/D175A): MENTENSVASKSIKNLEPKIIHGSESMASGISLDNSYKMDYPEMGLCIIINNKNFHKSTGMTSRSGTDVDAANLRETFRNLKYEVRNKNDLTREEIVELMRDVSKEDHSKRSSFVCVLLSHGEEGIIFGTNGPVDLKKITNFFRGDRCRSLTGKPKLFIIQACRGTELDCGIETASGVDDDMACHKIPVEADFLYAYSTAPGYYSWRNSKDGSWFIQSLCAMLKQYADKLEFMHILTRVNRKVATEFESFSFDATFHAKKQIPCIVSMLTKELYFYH
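Compound: 8.5 µM single point, 0.8% DMSO / Material: Autoprocessing-dead procaspase-3 D3A mutant enzyme / Timing: 1 h preincubation plus 2 h reaction at 25 °C / Medium: Zinc-free HEPES/NaCl buffer with 0.01% Triton X-100 at pH 7.4 / Technique: 405 nm absorbance of p-nitroaniline, reads at 0 and 120 min / Repeats: one well per compound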
Fh CTSL1 inh – Fasciola hepatica cathepsin L1 inhibitors, primary screen, counter-screen for PFM18AAP inhibitor project, biochemical, QFRET, fluorogenic peptide substrate | AID 1906, 2009 | inhibition, % at 5.96 µM | recombinant F. hepatica cathepsin L1, Z-Leu-Arg-MCA fluorescence | actives 0.49% (n = 300,000);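 active = inhibition above the mean of all tested compounds plus 3 SD, set per screening campaign, cut at about 17% in these data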;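 note: 0% = plate median of test compound wells and 100% = 1 µM Z-Phe-Ala-diazomethylketone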
TPT1 inhibitor – Candida albicans TPT1 enzyme inhibitors, primary screen, biochemical, fluorescence polarization. tRNA 2'-phosphotransferase TPT1 (Candida albicans SC5314). recombinant caTPT1, FP RNA substrate dephosphorylation. inhibition, % at 5 µM. actives 0.81% (n = 300,000). AID 1962, 2009;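 active = inhibition above the mean of all tested compounds plus 3 SD, set per screening campaign, cut at about 24% in these data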;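 note: plate controls were DMSO alone for no effect and ferristatin control at 100 nM for full effect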
core dimer inh – inhibitors of HCV core protein dimerization, primary screen, biochemical, TR-FRET, high-throughput; TR-FRET GST/Flag-core106 dimerization, 1536-well; inhibition, % at 5 µM; actives 0.33% (n = 300,000); AID 1899, 2009;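 active = inhibition above the mean of all tested compounds plus 3 SD, set per screening campaign, cut at about 45% in these data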
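Material: Tagged HCV core106 pair (GST and Flag) | Amount: GST-core106 13.5 nM, Flag-core106 17 nM | Medium: KF-containing HEPES buffer, pH 7.45, DTT, CHAPS, BSA | Reagent: Eu donor and XL665 acceptor anti-tag antibodies | Schedule: 4 h at 22.5 °C | Technique: Time-resolved FRET, ex 340 nm, em 617 and 671 nm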
PP1 inh – PP1-alpha phosphatase inhibitors, primary screen, counter-screen for PP5 inhibitor project, biochemical, fluorescence, OMFP substrate, single point | Serine/threonine-protein phosphatase PP1-alpha catalytic subunit (Homo sapiens), P62136 | purified PP1alpha | inhibition, % at 6.7 µM | actives 0.9% (n = 320,000) | AID 2235, 2010;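 active = inhibition above the mean inhibition of all tested compounds plus 3 SD, computed separately for each screening campaign, cut at about 15% in these data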
Target sequence (P62136 whole entry, looked up): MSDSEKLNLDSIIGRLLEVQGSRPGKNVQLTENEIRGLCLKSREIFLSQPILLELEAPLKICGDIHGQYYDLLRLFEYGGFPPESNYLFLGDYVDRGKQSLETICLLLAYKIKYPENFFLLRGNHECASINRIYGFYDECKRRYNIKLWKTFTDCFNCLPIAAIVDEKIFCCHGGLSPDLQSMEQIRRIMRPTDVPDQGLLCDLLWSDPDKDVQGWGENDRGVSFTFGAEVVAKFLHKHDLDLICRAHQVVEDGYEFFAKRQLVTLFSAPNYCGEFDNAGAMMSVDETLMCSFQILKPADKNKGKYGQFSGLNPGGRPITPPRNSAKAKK
PP5 primary – PP5 phosphatase inhibitors, primary screen, biochemical, fluorescence | Serine/threonine-protein phosphatase 5 (Homo sapiens), P53041 | purified PP5c, OMFP substrate fluorescence | inhibition, % at 6.7 µM | actives 0.18% (n = 320,000) | AID 1987, 2009;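 active = inhibition above the campaign's mean inhibition across all tested compounds plus 3 SD, cut at about 9.5% in these data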;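 note: 0% = DMSO only and 100% = 100 µM cantharidin control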
The depositor's hits bear a star; . = no result given.

SMILES | AHR activator | procasp7 counter | PAFAH2 inh | procasp3 activ | Fh CTSL1 inh | TPT1 inhibitor | core dimer inh | PP1 inh | PP5 primary
CCCCn1c(N)c(N(CCOC)C(=O)CSc2ccc([N+](=O)[O-])cc2)c(=O)[nH]c1=O | 0 | 4 | 0 | 16 | . | . | . | -2 | 2.3
C[n+]1c2n(c3ccccc31)N=C(c1ccc(Cl)cc1)CS2 | 64* | -19 | -1 | -10 | 0 | -3 | 4 | 0 | -1.7
CC(C)(C)CC(=O)Nc1nnc(C(F)(F)F)s1 | -1 | 4 | 2 | -2 | -2 | -1 | -5 | 1 | 0.4
COc1ccc(CNC(=O)C(C)OC(=O)c2cccn2C)cc1 (configuration not stated) | 4 | -1 | 5 | 9 | -5 | 1 | 4 | 10 | -0.7
COc1ccc(C2CC(c3ccccc3)=NN2C(=O)COC(=O)c2cccc(O)c2)cc1 (configuration not stated) | 0 | 2 | 3 | 3 | . | . | . | . | .
Cc1ccc(N(CCCCN2C(=O)c3ccccc3C2=O)C(=O)c2ccc(Cl)s2)cc1 | 2 | 3 | 3 | -2 | 1 | -3 | 4 | -3 | -0.4
O=C(CN1C(=O)NC2(CCCCC2)C1=O)N1CCc2ccccc2C1 | 0 | 11 | -5 | -2 | -8 | 0 | 0 | -3 | -1.6
CC(Cc1cccs1)NC(=O)Nc1ccc(F)cc1 (configuration not stated) | 5 | -5 | -2 | -6 | -1 | 1 | 1 | 2 | 1.4
O=C(Cn1cnc2c(oc3ccccc32)c1=O)N1CCCC1 | 2 | 1 | -3 | 7 | -2 | -1 | 0 | 1 | 1.3
CCn1c2ccccc2c2nnc(SCc3ccccc3)nc21 | 63* | 7 | 5 | 10 | 2 | -2 | 14 | 5 | 0.2
O=C1CCCC(O)=C1C1C2=C(CCCC2=O)OC2=C1C(=O)CCC2 | -1 | -18 | -1 | -13 | -1 | -2 | 1 | 2 | -0.2
O=C(O)C1CC=CCC1C(=O)NCc1ccc(Cl)c(Cl)c1 (configuration not stated) | 0 | 4 | 7 | -8 | 2 | 1 | -2 | -4 | -2.8
O=C1CC(c2cccc(Br)c2)c2cc3c(cc2N1)CCC3 (configuration not stated) | 3 | -5 | 1 | -6 | 1 | 3 | -1 | 6 | 5.5
CCN(CC(=O)Nc1ccc(C(=O)OC)cc1)C1CCCCC1 | -3 | -6 | -1 | -4 | 2 | 4 | -3 | -3 | 1.8
C(=C\c1ccccc1)/C=N/Nc1ccc2nncn2n1 | 27 | -4 | . | -3 | -1 | 0 | -7 | -7 | 2.0
COc1ccccc1CNC(=O)COC(=O)c1cc(S(=O)(=O)N2CCOCC2)ccc1Cl | -2 | 0 | 5 | -11 | -4 | -2 | -7 | -3 | -0.2
COc1ccc(-c2nc(C(N)=O)c3[nH]c(=O)n(-c4ccccc4OC)c3n2)c(OC)c1 | 10 | -9 | 6 | -6 | 1 | 10 | 1 | 2 | -1.9
CC(=O)NCCOc1cccc2ccccc12 | 8 | 2 | -3 | 3 | 2 | 3 | 2 | -1 | -1.8
CC(C)COc1ccc(C(=O)Nc2cc(S(=O)(=O)N3CCOCC3)ccc2N2CCCC2)cc1 | 0 | 9 | 1 | 4 | . | . | . | 2 | 1.2
O=C(COc1ccc(S(=O)(=O)N2CCCC2)cc1Cl)NCc1cccnc1 | 37 | 6 | 7 | -8 | 1 | 0 | 4 | -5 | 2.4
CC1=NN(C(=O)c2ccoc2C)C(O)(C(F)(F)F)C1 (configuration not stated) | 0 | 2 | 0 | -2 | -1 | -3 | -3 | -2 | -0.8
O=C(CSc1nc2ccc(S(=O)(=O)N3CCOCC3)cc2[nH]1)N1CCOCC1 | 0 | -26 | -10 | -20 | 2 | -1 | 5 | 0 | 1.7
Cc1ccc2c(-c3csc(N)n3)c[nH]c2c1 | 43 | -4 | . | -1 | 2 | 26* | 11 | -4 | 2.6
O=C(c1ccc(NS(=O)(=O)c2ccccc2)cc1)N1CCCC1 | 3 | 9 | 7 | -1 | 8 | -4 | -4 | 5 | -7.8
CC(=O)Nc1ccc(Sc2ncccc2C(=O)Nc2ccc(F)cc2)cn1 | 4 | 1 | 5 | 6 | -3 | 2 | -5 | -5 | 1.6
N/C(=N\O)c1ccc(NC(=O)c2cccs2)cc1 | 18 | 3 | -7 | 6 | 8 | 3 | -13 | -2 | -7.0
Cc1ccccc1C(=O)Nc1c(C(=O)N2CCCC2)cnn1-c1ccccc1 | 0 | -5 | 4 | 0 | -1 | 2 | -6 | 1 | 1.5
COc1ccc(CN2CCNC(=O)C2CC(=O)NC2CCCCC2)c(OC)c1 (configuration not stated) | -2 | 13 | 5 | -2 | 8 | 1 | 1 | -1 | 2.2
COc1ccc(CCc2nnc(CCC(=O)NCCc3ncccc3C)o2)cc1 | 2 | -9 | 3 | -2 | 2 | -2 | 0 | -1 | -0.1
O=C(COc1cccc2cccnc12)N/N=C/c1ccccc1O | 2 | -3 | 7 | 3 | 5 | -4 | -3 | -1 | -3.4
Cc1ccc(S(=O)(=O)N2CCCCC2)cc1NC(=O)COc1ccccc1 | 0 | 6 | 3 | -4 | . | . | . | . | .
CN1C(=O)c2cccc3c(S(=O)(=O)Nc4ccc(O)c(C(=O)O)c4)ccc1c23 | -1 | 7 | 4 | 1 | 1 | 1 | 3 | 3 | 1.4
CN(C(=O)COC(=O)c1ccccc1NCc1ccco1)c1c(N)n(Cc2ccccc2)c(=O)[nH]c1=O | -1 | -4 | 3 | 4 | 3 | 5 | 9 | -2 | 1.1
COCCNC(=O)CN(C(=O)CCC(=O)Nc1ccccn1)c1ccc(C)c(C)c1 | 3 | 4 | 1 | 4 | -7 | 0 | -2 | 0 | 0.9
Cc1ccc(-c2nnc(SCC(=O)Nc3nccs3)n2N)cc1 | 0 | 12 | -1 | 1 | -1 | -1 | 0 | 3 | -0.2
Cc1ccc(S(=O)(=O)N(C)C)cc1NC(=S)NC(C)CCCC(C)C (configuration not stated) | -1 | 0 | -3 | 6 | 0 | 1 | 11 | 3 | 3.4
Cc1ccc2[nH]c3c(=O)n(CC(=O)NCCCN(C)Cc4ccccc4)ncc3c2c1 | 2 | 13 | -2 | 4 | -1 | -6 | 3 | 3 | -0.5
Cc1c(/C=N/Nc2ccc(F)cc2)c(O)n(C)c(=O)c1C#N | 3 | -7 | -2 | 3 | 6 | 8 | -9 | -2 | 1.8
O=C(Nc1cccc(-c2nnc(-c3ccco3)o2)c1)c1ccccc1 | 0 | 2 | . | -4 | 1 | -2 | 9 | -1 | 0.1
O=C(N/N=C/c1ccc(-c2ccc(Br)cc2)o1)c1ccc2c(c1)OCO2 | 29 | -25 | 7 | -13 | 9 | 5 | -1 | 16* | 4.7
O=C(Nc1ccc(N2CCCCCC2)cc1)c1cccc(S(=O)(=O)N2CCOCC2)c1 | 5 | -10 | 3 | -13 | . | . | . | 1 | 1.4
Cc1cc(C)c2[nH]c3nc(SCC(=O)O)nnc3c2c1 | 50* | 5 | -15 | -1 | 1 | 1 | -14 | 1 | 2.3
Nn1c(COc2cccc(Br)c2)nnc1SCC(=O)NCC1CCCO1 (configuration not stated) | -1 | -3 | -1 | 0 | . | . | . | 3 | 1.4
CCC(NC(=O)NCc1ccc2c(c1)OCO2)(C(F)(F)F)C(F)(F)F | 0 | 7 | 0 | 2 | 4 | -5 | -3 | -1 | 1.9
COc1ccc(OC)c(NC(=O)CNC(=O)c2ccc([N+](=O)[O-])cc2)c1 | -1 | 1 | 1 | -1 | 1 | 0 | 1 | 0 | -0.4
Cc1c(NC(=O)Nc2c(Cl)cccc2Cl)c(=O)n(-c2ccccc2)n1C | 0 | 6 | 2 | 5 | 7 | -3 | -14 | 3 | -6.8
CCOC(=O)C(C(=O)OCC)C(C(=O)OCC)N1CCOCC1 (configuration not stated) | -1 | -2 | 4 | -3 | -1 | 5 | 0 | 2 | 0.7
Cc1cc(C)c2sc(N(CCN(C)C)C(=O)c3ccc4ccccc4c3)nc2c1 | 12 | 6 | 0 | -2 | 3 | -2 | -3 | 2 | 3.1

Arranged by the number under PAFAH2 inh (descending): some entries from above
molecule | PAFAH2 inh
Cc1cc(C)c2sc(N(CCN(C)C)C(=O)c3ccc4ccccc4c3)nc2c1 | 0
Nn1c(COc2cccc(Br)c2)nnc1SCC(=O)NCC1CCCO1 (configuration not stated) | -1
Cc1c(/C=N/Nc2ccc(F)cc2)c(O)n(C)c(=O)c1C#N | -2

The listing continues:
SMILES | AHR activator | procasp7 counter | PAFAH2 inh | procasp3 activ | Fh CTSL1 inh | TPT1 inhibitor | core dimer inh | PP1 inh | PP5 primary
CCN(CC(=O)N1CCN(Cc2ccccc2)CC1)S(=O)(=O)c1ccc(C)cc1 | -1 | 15 | 5 | 12 | -5 | -2 | -3 | -4 | 1.9
O=C1C(=Cc2ccco2)C(=O)c2ccccc21 | 15 | -1 | 7 | 3 | -1 | 0 | -1 | 3 | 3.6
Cc1ccc(NC(=O)CCN2C(=O)c3ccccc3Sc3ncccc32)cc1 | 3 | 5 | -4 | -3 | -3 | 1 | -4 | -2 | 2.8
O=C(CSc1nc(-c2ccccc2)ns1)NCC1CCCO1 (configuration not stated) | 13 | -2 | -4 | -5 | 3 | -3 | -7 | -6 | 0.3
CSc1ccc(C#N)cc1NC(=O)c1ccc(Cl)cc1Cl | 59* | 5 | 5 | -4 | -4 | 1 | -1 | 2 | 0.1
O=C(c1ccncc1)N1CCN(S(=O)(=O)c2cccc(C(F)(F)F)c2)CC1 | -1 | 3 | 3 | 1 | . | . | . | -4 | -1.4
CC(=O)c1cc(-c2ccccc2)n(CCC(=O)NC(C)(C)C)c1C | 3 | 1 | -3 | -3 | 2 | -1 | -3 | -4 | -0.5
COC(=O)C1=C(C(=O)OC)[C@@H]2N(C)c3ccccc3[C@@]23C[C@@H](CO)N(C(=O)C2CCC2)C3=N1 | 0 | 5 | -1 | 3 | 1 | -2 | -4 | 5 | 5.0
